RGS12 GoLoco inh – qHTS Assay for Inhibitors of RGS12 GoLoco Motif Activity (Red Fluorophore); Guanine nucleotide-binding protein G(i) subunit alpha-1 (Homo sapiens), P63096; Gai1:RGS12 GoLoco peptide FP, rhodamine, 10 min; Potency, µM (series often up to 61.6 µM), inactives show at the highest dose activity, negative = inhibition, usual class: inhibitors; actives 0.44% (n = 230,000); AID 880, 2007; active = well fitted inhibition curve with a large enough effect, not every such curve was filed as active; inactive = no such curve, though single readings can be large or run the other way; also: nearly all actives have a fitted effect of over 30% in size; many of its hits are not listed in these tables
L3MBTL1 inh – qHTS Assay for the Inhibitors of L3MBTL1; AlphaScreen L3MBTL1–H3K9me1 peptide binding; Potency, µM (titrated, usually from 57.1 µM), for the others: at the highest dose activity, negative = inhibition, most hits filed as inhibitors; actives 0.66% (n = 230,000); AID 485360, 2010; also: nearly all actives have a fitted effect of over 60% in size
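L3MBTL1 50 nM + b-AHA-H3(1-15)K9me1 75 nM, 30 min RT; compound added, 30 min RT; streptavidin donor/Ni-chelate acceptor beads 10 ug/mL each final, 30 min RT dark; AlphaScreen read.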
Tau ThT inhib – qHTS for Inhibitors of Tau Fibril Formation, Thioflavin T Binding; recombinant tau K18 P301L (four-repeat tau fragment), heparin-induced fibrillization, ThT fluorescence; AID 1460, 2008; Microtubule-associated protein tau (Homo sapiens), P10636; actives 2.1% (n = 270,000); Potency, µM (series often up to 57.4 µM), without a hit: top-dose activity, negative = inhibition, usual class: inhibitors; also: nearly all actives have a fitted effect of over 55% in size
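Recombinant human tau K18 fragment […] carrying P301L, 15 uM unlabeled plus 0.24 uM Alexa 594-labeled, was fibrillized with 20 uM heparin in 100 mM sodium acetate pH 7 for 6 hr at 37 C; 30 uM ThT fluorescence read after 1 hr.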
TRb SRC2 PPI – qHTS for Inhibitors of the Interaction of Thyroid Hormone Receptor and Steroid Receptor Coregulator 2; Potency, µM (doses to about 106 µM), for the others: at the top dose activity change, negative = inhibition, most hits filed as inhibitors; actives 0.065% (n = 280,000); TRbeta-SRC2 peptide binding, fluorescence polarization; receptor liganded with 1 µM T3;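 also: plate controls were bound peptide for no effect and peptide without receptor for full effect; nearly all actives have a fitted effect of over 50% in size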
Target sequence (P10828 whole entry, looked up): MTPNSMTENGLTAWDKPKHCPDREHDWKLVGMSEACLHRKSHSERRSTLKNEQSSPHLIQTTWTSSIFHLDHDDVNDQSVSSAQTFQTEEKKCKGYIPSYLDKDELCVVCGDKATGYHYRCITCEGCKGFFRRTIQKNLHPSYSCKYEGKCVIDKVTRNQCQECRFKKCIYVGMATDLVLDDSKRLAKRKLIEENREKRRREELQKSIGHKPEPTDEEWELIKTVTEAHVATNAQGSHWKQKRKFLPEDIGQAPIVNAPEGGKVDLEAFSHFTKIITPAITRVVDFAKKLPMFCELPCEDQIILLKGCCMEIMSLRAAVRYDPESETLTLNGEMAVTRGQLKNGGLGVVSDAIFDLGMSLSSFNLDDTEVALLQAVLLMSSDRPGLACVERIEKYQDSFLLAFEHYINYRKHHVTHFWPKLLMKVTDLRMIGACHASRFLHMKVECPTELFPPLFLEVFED
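Binding of a 20-amino-acid Texas Red SRC2 peptide (20 nM) to TRb ligand-binding domain (0.6 uM) with agonist T3 at 1 uM was followed by fluorescence polarization after a 5 hr room-temperature incubation.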
JMJD2E inh – qHTS Assay for Inhibitors of Human Jumonji Domain Containing 2E (JMJD2E). JMJD2E catalytic domain, FDH-coupled NADH fluorescence (FDH is formaldehyde dehydrogenase). Lysine-specific demethylase 4E (Homo sapiens), B2RXH2. Potency, µM (highest dose often 57.1 µM), without a hit: at the highest dose activity change, negative = inhibition, actives largely listed as inhibitors. actives 1.6% (n = 230,000); active = well fitted inhibition curve with a large enough effect, not every such curve was filed as active; inconclusive = small, poorly fitted or top-dose-only effect, or another doubt; inactive = no such curve, though single readings can be large or run the other way;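 also: 0% = wells with enzyme and -100% = buffer wells without enzyme; nearly all actives have a fitted effect of over 50% in size; many of its hits are not listed in these tables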
Tau FP inhib – qHTS for Inhibitors of Tau Fibril Formation, Fluorescence Polarization; Microtubule-associated protein tau (Homo sapiens), P10636; K18 P301L tau heparin fibrillization, Alexa594 FP, 6 h; Potency, µM (titrated, usually from 57.7 µM), for the others: at the top dose activity, negative = inhibition, hits mostly inhibitors; actives 0.39% (n = 280,000); also: nearly all actives have a fitted effect of over 55% in size
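Recombinant K18 P301L […], labeled with Alexa 594 at 0.24 uM over 15 uM unlabeled; heparin inducer 20 uM final; 37 C, 6 hr; FP endpoint.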
TexasRed fluor – Total Fluorescence Counterscreen for Inhibitors of the Interaction of Thyroid Hormone Receptor and Steroid Receptor Coregulator 2; TRb/SRC2 Texas Red total fluorescence interference; Potency, µM (series often up to 106 µM), inactives show top-dose fluorescence change, negative = quenching; actives 0.29% (n = 280,000); active = well fitted curve in either direction with a large enough effect; inconclusive = small, poorly fitted or top-dose-only effect
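Flags fluorescent or light-absorbing compounds by total fluorescence, S + 2P, at 555 nm excitation and 632 nm emission. Mixture: 20 nM Texas Red SRC2 peptide, 0.6 uM human TRb LBD, 1 uM T3, 5% DMSO; compound exposure 5 h at ambient temperature.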
RECQ1 inh – qHTS Assay for Inhibitors of RecQ-Like Dna Helicase 1 (RECQ1) | RECQ1 DNA unwinding, red fluorescence kinetic read | actives 0.54% (n = 240,000) | AID 2549, 2010 | ATP-dependent DNA helicase Q1 (Homo sapiens), P46063 | Potency, µM (doses to about 57.3 µM), inactives show at the top dose activity, negative = inhibition, actives largely listed as inhibitors;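 also: plate controls were vehicle for no effect and no enzyme for full effect; nearly all actives have a fitted effect of over 30% in size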
Target sequence (P46063 whole entry, looked up): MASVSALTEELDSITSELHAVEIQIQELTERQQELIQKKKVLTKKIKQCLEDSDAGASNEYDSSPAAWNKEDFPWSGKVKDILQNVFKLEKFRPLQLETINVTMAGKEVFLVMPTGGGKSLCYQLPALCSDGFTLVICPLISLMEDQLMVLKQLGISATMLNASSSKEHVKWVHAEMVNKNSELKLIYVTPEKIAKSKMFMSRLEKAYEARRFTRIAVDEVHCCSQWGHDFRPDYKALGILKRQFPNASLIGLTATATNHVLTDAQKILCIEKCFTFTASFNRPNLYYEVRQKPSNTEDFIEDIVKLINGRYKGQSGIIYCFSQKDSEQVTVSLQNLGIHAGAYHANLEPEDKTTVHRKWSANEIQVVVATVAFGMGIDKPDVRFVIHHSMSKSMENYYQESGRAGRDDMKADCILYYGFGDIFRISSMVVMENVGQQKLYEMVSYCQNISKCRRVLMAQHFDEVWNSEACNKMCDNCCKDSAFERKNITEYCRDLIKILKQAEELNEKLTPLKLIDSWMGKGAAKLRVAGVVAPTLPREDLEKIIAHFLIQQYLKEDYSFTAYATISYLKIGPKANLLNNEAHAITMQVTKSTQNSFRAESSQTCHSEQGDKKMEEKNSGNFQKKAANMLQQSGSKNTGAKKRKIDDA
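50 nM RECQ1T1 preincubated 15 min with compound in Tris pH 8.0 buffer with MgCl2, DTT, Tween-20 and 2.5 ug/ml poly(dI-dC); started with 200 nM TAMRA/BHQ-2 forked duplex and 2 mM ATP. Unwinding read as fluorescence (525/598 nm), two reads 2 h apart.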
Numbers without * were called inactive; i = inactive; ? = inconclusive; . = not tested or not shown; & = joins results of further samples; [ ] = dose if it differs, or a comment. Unless noted, calls follow the shape of the dose curve; as a rule, active = well fitted curve in the direction sought with a large enough effect; inconclusive = small, poorly fitted or top-dose-only effect, or another doubt; inactive = no such curve, though single readings can be large; an effect the other way counts as inactive or inconclusive. Unless noted, % is scaled to controls: 0 for no effect and ±100 for the full control effect; potency is read from the fitted curve at half-maximal effect.

SMILES	RGS12 GoLoco inh	L3MBTL1 inh	Tau ThT inhib	TRb SRC2 PPI	JMJD2E inh	Tau FP inhib	TexasRed fluor	RECQ1 inh
Cc1cc(C)cc(NC(=O)Cn2c(=O)n(C(C)C)c(=O)c3oc4ccccc4c32)c1	.	.	8%	0%	.	-18%	3%	.
COc1ccc(OC)c(NC(=O)N2CCN(S(=O)(=O)c3ccc4c(ccn4C)c3)CC2)c1	.	.	-3%	1%	.	4%	-7%	.
O=C(NC(=S)Nc1ccccn1)c1cccc([N+](=O)[O-])c1	0%	-1%	-17%	-8%	-4%	1%	-2%	-12%
O=C(Nc1nc2ccc(S(=O)(=O)N3CCCC3)cc2s1)C1CCCO1 (stereo unspecified)	6%	.	-11%	-6%	-1%	-1%	-1%	i
COC(=O)c1cn(-c2nc(C)c3c(n2)CCC3)nn1	-1%	3%[11.4 µM]	-1%	0%	-3%	-2%	4%	21%
Cc1ccc(Cc2nc3ccccc3nc2SCC(=O)N2CCCCC2)cc1	.	.	-11%	-4%	.	10%	-1%	.
COc1ccc(N2C(=O)CC2(/C=C/c2ccccc2OC)C(=O)NC2CCCC2)cc1 (stereo unspecified)	-1%	-10%	-9%	0%	4%	-8%	0%	0%
Cc1cc(C)n2nc3nc(N4CCCC4)nc(-c4ccccc4)c3c2n1	15%	.	-12%	0%	?	-2%	2%	0%
COc1cc(Cn2cnnn2)ccc1O	-3%	2%	-7%	7%	5%	1%	-8%	-6%
CCOCCCNC(=S)Nc1cc(OCC)c(NC(=O)c2ccco2)cc1OCC	10%	0%	-12%	5%	87%[activator]	9%	0%	-1%

Reprinted from the part before: 3 entries, followed by the next part.
SMILES	RGS12 GoLoco inh	L3MBTL1 inh	Tau ThT inhib	TRb SRC2 PPI	JMJD2E inh	Tau FP inhib	TexasRed fluor	RECQ1 inh
Cc1cc(C)n2nc3nc(N4CCCC4)nc(-c4ccccc4)c3c2n1	15%	.	-12%	0%	?	-2%	2%	0%
COc1cc(Cn2cnnn2)ccc1O	-3%	2%	-7%	7%	5%	1%	-8%	-6%
CCOCCCNC(=S)Nc1cc(OCC)c(NC(=O)c2ccco2)cc1OCC	10%	0%	-12%	5%	87%[activator]	9%	0%	-1%
O=C(O)/C(=C\c1cccc([N+](=O)[O-])c1)c1ccc(S(=O)(=O)N2CCCCC2)s1	-9%	0%	8%	-9%	12%	3%	-1%	3%
CC(/C=C1\SC(=S)N(C(C(=O)O)C(C)C)C1=O)=C\c1ccccc1 (stereo unspecified)	-7%	12%	22µM*	2%	-16%	-7%	-2%	-25%
O=C(Nc1ccccc1)NC1CCN(Cc2nnnn2C2CCCCC2)CC1	-3%	2%	-1%	4%	9%	-1%	-3%	-5%
O=C(NCCCN1CCOCC1)c1cc2ccccc2o1	-6%	.	-12%	2%	-3%	-1%	4%	i
CCCOc1ccc(CNC(=O)CCCN2C(=O)CSc3c2c(C)nn3-c2ccccc2)cc1	.	.	?	-1%	.	9%	-9%	.
Cc1ccc(NC(=O)CN(C)S(=O)(=O)c2cccc3nsnc23)cc1C	11%	4%	-19%	-4%	-7%	1%	-1%	-19%
COc1ccc(C2CC(=O)Oc3c(C(CCN4CCOCC4)c4cc(OC)c(OC)c(OC)c4)c(OC)cc(OC)c32)cc1 (stereo unspecified)	3%	.	-18%	4%&1%	-9%	0%	0%&-6%	-14%
COC(=O)c1ccccc1NC(=O)c1ccccc1OC	-21%	8%	?	-15%	0%	-6%	2%	i
CCN1CCN(c2ncc3c(n2)CC(c2cc(OC)c(OC)c(OC)c2)CC3=O)CC1 (stereo unspecified)	-8%	.	-4%	4%	4%	4%	0%	-9%
CCOC(=O)Cn1c(C)c(C#N)c2ccccc21	-2%	.	-9%	3%	4%	1%	-4%	-5%
CCn1nc(C(=O)Nc2ccc3nc(C)sc3c2)c2ccccc2c1=O	4%	-2%	9%	-1%[53 µM]	-1%	-2%	0%[53 µM]	-2%
Cc1ccc(NC(=S)/N=C(\N)Nc2nc(C)c3cc(C)c(C)cc3n2)cc1C	11%	-3%	?	-10%	-2%	0%	1%	i
Cc1nc2ccc(Br)cn2c(=O)c1Cl	6%	3%	0%	2%	-13%	-7%	0%	-1%
CCOc1ccc(NC(=O)Cn2c(=O)oc3cc(S(=O)(=O)NC4CCCC4)ccc32)cc1	.	.	-15%	4%	.	1%	3%	.
O=C(O)COc1ccc(/C=N/Nc2nc(Nc3ccccc3)nc(N3CCCCC3)n2)cc1	9%	-8%	-19%	0%	-19%	4%	0%	0%
CCN1/C(=C/c2ccc3cc(C)ccc3[n+]2CC)Sc2cc(C)ccc21	171%[activator]	-5%	14µM*	5%	?	?	-1%	?
c1ccc(CCNc2nc3ccccc3n3nnnc23)cc1	103%[activator]	.	-11%	0%	?	-4%	-4%	4%
Cc1c(-c2ccc(Cl)cc2)oc(=O)c2c(N)n(-c3ccccc3)nc12	0%	-2%	?	-3%	?	-4%	1%	-10%
O=C1NCCCC1C(=O)N1CCN(C(c2ccccc2)c2ccccc2)CC1 (stereo unspecified)	-4%	4%	-2%	-7%	0%	1%	0%	2%
Cc1cc(Cl)ccc1C(=O)C1CCCN(C(=O)/C=C/c2cnn(C)c2)C1 (stereo unspecified)	12%	0%	-3%	-7%	-22%	-1%	-4%	-6%
O=C(Nc1ccc(Cl)cn1)Nc1ccccc1Cl	14%	-1%	-13%	-1%	-11%	?	1%	-6%
COc1ccc(C2Nc3cccc4cccc(c34)N2)cc1	0%	-9%	16µM*	7%	?	-15%	-2%	i
Cc1ccccc1NC(=O)C1CCN(C(=O)c2ccc(F)cc2)CC1	.	.	9%	-2%	.	1%	-3%	.
CCCn1c(CCC(=O)O)ccc1-c1ccc(F)cc1	3%	31%[activator][11.4 µM]	-9%	-7%	?	5%	0%	-4%
O=C(O)c1cccnc1NC1CCCC1	-1%	.	-6%	-5%	-11%	-8%	-1%	2%
Cc1ccccc1Nc1sc(C(=O)c2ccccc2)c(N)c1C(=O)NCc1ccc(Cl)cc1	.	.	-11%	1%	.	13%	-2%	.
COc1ccc(C(=O)Nc2nc(C)cc(C)n2)cc1[N+](=O)[O-]	8%	3%	4%	-5%[53 µM]	11%	4%	-2%[53 µM]	-5%
CN(CCOc1ccccc1)Cc1nc2cc(Cl)ccc2c(=O)[nH]1	10%	-7%	-5%	6%	-1%	-2%	0%	-3%
COc1ccc(NC(=S)NC(C)Cc2cccs2)cc1 (stereo unspecified)	-13%	-26%	-8%	-2%	4%	5%	-1%	13%
CC1Cc2cc(C3(O)C(=O)c4ccccc4C3=O)ccc2N1 (stereo unspecified)	6%	-5%	?	-11%	0%	8%	-1%	0%
Cn1c(SCC(=O)N2CCOCC2)nnc1-c1ccc2ncccc2c1	3%	8%	-3%	4%	8%	1%	-3%	1%
COC(=O)c1[nH]c2ccccc2c1NC(=O)CN1CCN(C/C=C/c2ccccc2)CC1	-13%	-3%	?	-3%	?	11%	1%	2%
COc1ccc(-n2nc3cc(C)c(NC(=O)C(C)C)cc3n2)cc1	-7%	6%	-3%	-6%	?	4%	2%	i
c1ccc(-c2nc(NCc3ccco3)c3oc4ccccc4c3n2)cc1	-8%	4%	8%	3%	-4%	?	-2%	-11%
CCN1CCCC1CNC(=O)c1ccc(N2CCCC2=O)cc1 (stereo unspecified)	-18%	9%	-5%	-1%	6%	-7%	-4%	-2%
CCOC(=O)c1cc(S(=O)(=O)Nc2c(C)cc(C)cc2C)[nH]n1	.	.	-11%	-4%	.	1%	0%	.
Cc1ccc(NC(=O)c2c(C)nc3ccccn23)cc1C	9%	9%	-2%	-2%	2%	-5%	-10%	0%
CC(C)C(NC(=O)c1ccc(C(C)(C)C)cc1)C(=O)NC1=NCCS1 (stereo unspecified)	4%	.	-12%	-4%	-7%	-6%	1%	-13%
COc1ccc(OC)c(S(=O)(=O)N2CCC(C(=O)NCc3ccccc3OC)CC2)c1	-2%	28%	-3%	5%	3%	3%	-3%	-10%
O=C(CCc1ccccc1)NC(NC(=S)Nc1cccc(Cl)c1)C(Cl)(Cl)Cl (stereo unspecified)	5%	-21%	10%	-25%	-5%	14µM*	0%	i

Given as labelled records: part of the list above
CC(C)C(NC(=O)c1ccc(C(C)(C)C)cc1)C(=O)NC1=NCCS1 (stereo unspecified)
- RGS12 GoLoco inh: 4%
- L3MBTL1 inh: .
- Tau ThT inhib: -12%
- TRb SRC2 PPI: -4%
- JMJD2E inh: -7%
- Tau FP inhib: -6%
- TexasRed fluor: 1%
- RECQ1 inh: -13%

Cc1ccc(NC(=O)c2c(C)nc3ccccn23)cc1C
- RGS12 GoLoco inh: 9%
- L3MBTL1 inh: 9%
- Tau ThT inhib: -2%
- TRb SRC2 PPI: -2%
- JMJD2E inh: 2%
- Tau FP inhib: -5%
- TexasRed fluor: -10%
- RECQ1 inh: 0%

(cont.)
SMILES	RGS12 GoLoco inh	L3MBTL1 inh	Tau ThT inhib	TRb SRC2 PPI	JMJD2E inh	Tau FP inhib	TexasRed fluor	RECQ1 inh
O=C(Cc1ccc(Br)cc1)c1ccc(O)cc1O	8%	7%	-17%	10%	-11%	-15%	-2%	-5%
O=C1Nc2ccc([N+](=O)[O-])cc2OC1CCN1CCN(Cc2ccc3c(c2)OCO3)CC1 (stereo unspecified)	4%	-3%[11.4 µM]	?	-2%	-1%	0%	-1%	i
CCC(Cn1nnc2ccccc2c1=O)NC(=O)Nc1cccc(Cl)c1 (stereo unspecified)	.	.	4%	-6%	.	-4%	0%	.
COc1cc(NC(=O)CN2CCC(Cc3ccccc3)CC2)c(C)cc1[N+](=O)[O-]	-15%	1%	-6%	-6%	1%	8%	1%	0%
CCOC(=O)c1ccc(NC(=O)Cn2nc3c4ccccc4n(Cc4cccc(F)c4)cc-3c2=O)cc1	.	.	2%	-6%	.	-4%	0%	.

The list is partial, so the mix of outcomes need not match the whole.
